# MEKK2 WT-MEK5: modulators of MEK5 binding to wildtype MEKK2, primary screen, biochemical, multiplex bead flow cytometry, Alexa488-MEK5; binding response (% of control), % at 10 µM; Alexa488-MEK5 binding to MEKK2 WT; actives lie on both sides; Mitogen-activated protein kinase kinase kinase 2 (Homo sapiens), Q9Y2U5; AID 1531, 2009; 290,000 compounds, 1.1% hits; in the data active = binding response below about 67% or above about 130%
# MEKK3 PB1 HTS: modulators of MEKK3-MEK5 PB1 binding, primary screen, biochemical, wildtype MEKK3, multiplex bead flow cytometry, Alexa488-MEK5. bead-based flow cytometry, Alexa488-MEK5 binding to MEKK3; actives lie on both sides; 0 = blocked by unlabeled MEK5, 100 = vehicle. binding response (% of control), % at 10 µM. 290,000 compounds, 1.4% hits;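 active = binding response more than 3 SD above or below the average of its plate-row segment, actives on both sides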;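 note: Alexa488 bead fluorescence after subtracting the streptavidin-only scavenger bead signal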
# Target sequence (Q99759 whole entry, looked up): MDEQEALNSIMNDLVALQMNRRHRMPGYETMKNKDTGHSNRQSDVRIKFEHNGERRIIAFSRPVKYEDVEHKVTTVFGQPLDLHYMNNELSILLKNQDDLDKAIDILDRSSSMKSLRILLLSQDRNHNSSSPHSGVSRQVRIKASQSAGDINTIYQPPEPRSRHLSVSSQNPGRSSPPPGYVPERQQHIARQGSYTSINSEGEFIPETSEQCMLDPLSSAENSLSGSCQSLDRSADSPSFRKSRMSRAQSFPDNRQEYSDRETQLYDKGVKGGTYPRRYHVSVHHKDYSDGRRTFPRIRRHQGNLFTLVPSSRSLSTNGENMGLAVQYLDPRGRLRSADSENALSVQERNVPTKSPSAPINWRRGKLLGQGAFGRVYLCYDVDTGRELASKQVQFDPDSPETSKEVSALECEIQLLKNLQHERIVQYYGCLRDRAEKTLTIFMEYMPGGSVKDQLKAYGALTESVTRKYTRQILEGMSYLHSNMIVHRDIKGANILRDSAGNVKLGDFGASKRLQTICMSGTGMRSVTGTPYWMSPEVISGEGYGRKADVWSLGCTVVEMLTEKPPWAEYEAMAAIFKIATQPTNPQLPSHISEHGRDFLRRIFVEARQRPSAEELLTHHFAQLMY
# GalR3 antag: GalR3 antagonists in HEK293 cells, primary screen, cell-based, fluorescence readout; Galanin receptor type 3 (Homo sapiens), O60755; HEK293 GalR3-CNG cAMP membrane potential fluorescence; galR3 body fused to GalR1 C-terminus; inhibition, % at 3 µM; 360,000 compounds, 0.44% hits;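 active = inhibition above the screen-wide average plus 3 SD, cut at about 13% in these data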;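 note: forskolin and galanin both at EC90 stimulate the cells; cAMP rise reported by CNG channel membrane potential dye signal; 0% = forskolin plus galanin with DMSO and 100% = forskolin alone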
# Target sequence (O60755 1-299 limits assumed): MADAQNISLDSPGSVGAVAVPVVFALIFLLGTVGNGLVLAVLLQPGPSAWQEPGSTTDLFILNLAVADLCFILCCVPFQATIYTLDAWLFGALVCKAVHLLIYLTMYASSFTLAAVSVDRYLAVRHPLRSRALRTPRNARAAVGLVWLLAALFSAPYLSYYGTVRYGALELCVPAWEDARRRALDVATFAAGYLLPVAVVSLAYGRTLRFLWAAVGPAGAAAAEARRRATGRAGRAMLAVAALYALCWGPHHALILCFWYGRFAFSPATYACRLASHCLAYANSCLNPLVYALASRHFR
# CRFBP-R2 agonist: agonists of CRF-BP/CRF-R2 complex, primary screen, cell-based, HEK293, calcium dye fluorescence, uHTS | AID 588473, 2011 | activation, % at 13.2 µM | CRF-binding protein / CRF receptor 2 complex (human) | 350,000 compounds, 0.46% hits | calcium dye fluorescence (FLIPR); percent of saturating CRF peptide response;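 active = activation of at least 50%, plus an integration ratio under a set limit after plate pattern correction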;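 note: plate controls were neutral control wells without compound for no effect and CRF at EC100 for full effect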
# NS3 helicase inh: inhibitors of HCV NS3 helicase, primary screen, biochemical, Cy5 molecular beacon fluorescence; inhibition, % at 10.9 µM; NS3 helicase DNA unwinding; 290,000 compounds, 0.56% hits; AID 1800, 2009; Hepatitis C virus NS3 helicase;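 active = inhibition above the mean of all tested compounds plus 3 SD, set per campaign, cut at about 35% in these data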;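 note: 0% = DMSO wells and 100% = thioflavine S control wells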
#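 test system = hepatitis C virus NS3 helicase domain fragment enzyme | reagent = annealed dual-labelled DNA beacon duplex, ATP-started | times = 1 h at 25 °C | detection = Cy5 fluorescence, 0 and 60 min reads | read-out basis = percent inhibition from t60/t0 fluorescence ratio | control set = DMSO and thioflavine S | replication = one well per compound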
# MEKK2mut PB1 HTS: MEK5 binding signal on mutant MEKK2 PB1, primary screen, biochemical, multiplex bead flow cytometry, Alexa488-MEK5; Alexa488-MEK5 binding to MEKK2 mutant; percent response, % at 10 µM; 290,000 compounds, 0.35% hits; AID 1530, 2009; in the data active = percent response above about 24%, passing the limit was not always enough; note: inactives centre near 1; some results filed as inactive read as strong as hits
# UBC9 SUMO inh: inhibitors of in vitro SUMOylation cascade, primary screen, biochemical, HTRF, uHTS | SUMO-conjugating enzyme UBC9 (Homo sapiens), P63279 | HTRF SUMOylation assay, SAE1/SAE2 + UBC9 | inhibition, % at 35 µM | 290,000 compounds, 0.36% hits | AID 2006, 2009; in the data active = inhibition above about 50%, passing the limit was not always enough; note: strong numbers were not always called active
# Target sequence (P63279 whole entry, looked up): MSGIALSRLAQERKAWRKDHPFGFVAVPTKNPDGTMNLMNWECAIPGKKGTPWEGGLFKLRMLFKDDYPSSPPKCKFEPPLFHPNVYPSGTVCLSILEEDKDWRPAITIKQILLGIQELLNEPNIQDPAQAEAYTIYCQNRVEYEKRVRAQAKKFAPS
# CRFR2-BP antag: antagonists of CRF-BP/CRF-R2 complex, primary screen, cell-based, HEK293, calcium dye fluorescence, uHTS; CRF-induced calcium fluorescence; inhibition, % at 11.8 µM; 350,000 compounds, 0.59% hits; AID 588475, 2011;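 active = inhibition of the ligand-induced calcium signal above about 50% at the single tested concentration, limit read from the data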
# DNA FID counter: compounds displacing fluorescent DNA intercalator, primary screen, artefact control for HCV NS3 helicase inhibitor project, biochemical, FID fluorescence; DNA fluorescent intercalator displacement; inhibition, % at 7.9 µM; 290,000 compounds, 0.17% hits; in the data active = inhibition above about 37%;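 note: 0% = vehicle and 100% = reference compound; higher means more ethidium bromide displaced from hairpin DNA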
# Starred values were filed as active, the others as inactive; nt = no result given; [ ] = remark or other dose.
1. CSc1nsc(SC)c1C(=O)Nc1ccc(C)cc1
2. CN(c1ccccc1C(=O)O)S(C)(=O)=O
3. CCOC(=O)/C(C(=O)Nc1ccc(Br)cc1)=C1/NC(C)(C)Cc2ccccc21
4. COc1ccc(N(Cc2cc(=O)[nH]c3ccccc23)C(=O)c2ccco2)cc1
5. Cc1ccc(C(=O)OCC(=O)Nc2c(Cl)cc(S(N)(=O)=O)cc2Cl)o1
6. CSc1cnn(Cc2ccccc2)c(=O)c1SCc1ccccc1

Assay by compound	1	2	3	4	5	6
MEKK2 WT-MEK5	104	100	101	97	104	103
MEKK3 PB1 HTS	100	102	96	104	103	101
GalR3 antag	-2	-5	-2	-6	-8	-10
CRFBP-R2 agonist	1.9	0.0	1.0	-1.5	0.3	-0.6
NS3 helicase inh	-3	7	2	8	2	-15
MEKK2mut PB1 HTS	0	-2	-2	-6	7	-2
UBC9 SUMO inh	2	10	-5	9	-3	-45
CRFR2-BP antag	4	-2	-1	-10	-3	15
DNA FID counter	-5	0	-1	-13	-2	-15

7. CCOc1ccccc1/C=N/Nc1ccnc(=O)[nH]1
8. S=c1nc[nH]c2c1sc1nc(-c3ccccc3)c3c(c12)CCCC3
9. CCOC(=O)c1sc(NC(=O)CC(C)c2ccccc2)nc1C (centres undefined)
10. c1coc(-c2nc3nc4ccccc4n3nc2-c2ccco2)c1
11. CC(=O)Nc1ccc(N2C(=O)CSC2c2ccc(F)cc2)cc1 (centres undefined)
12. Cc1nc2ccccn2c1CN(C)C(=O)C1CCC(=O)N(CCc2cccc(F)c2)C1 (centres undefined)

Assay by compound	7	8	9	10	11	12
MEKK2 WT-MEK5	104	78	104	102	80	99
MEKK3 PB1 HTS	106	91	105	101	81*[inhibitor]	102
GalR3 antag	-9	-3	-15	-2	-1	3
CRFBP-R2 agonist	-0.6	1.2	0.5	0.9	1.6	-1.3
NS3 helicase inh	-3	31	12	9	-9	4
MEKK2mut PB1 HTS	-1	-9	4	7	-4	3
UBC9 SUMO inh	1	23	-5	90*	18	5
CRFR2-BP antag	-6	-12	-15	-32	0	11
DNA FID counter	-17	-14	-15	-2	-10	-10

13. O=C(c1ccc(Cl)s1)N1CCN(c2ccccc2)CC1
14. COc1ccc(N2CCN(S(=O)(=O)c3c(C)noc3/C=C/N(C)C)CC2)cc1
15. Cc1cc(C)nc(NS(=O)(=O)c2ccc(NC(=O)C(C)C)cc2)n1
16. Cc1c(NC(=O)/C(=C\c2ccccc2)NC(=O)c2ccccc2)c(=O)n(-c2ccccc2)n1C
17. Cc1ccc(N=CC2=C(O)CC(c3ccco3)CC2=O)cc1 (centres undefined)
18. Cc1ccc(CC(=O)Nc2nc3c(s2)CCCC3)cc1

Assay by compound	13	14	15	16	17	18
MEKK2 WT-MEK5	104	104	101	125	97	113
MEKK3 PB1 HTS	101	101	105	130*	101	108
GalR3 antag	-1	2	-6	-7	-4	-4
CRFBP-R2 agonist	-1.0	-0.9	-0.8	2.2	-2.6	-0.1
NS3 helicase inh	3	1	12	-4	7	-5
MEKK2mut PB1 HTS	1	4	-1	8	0	4
UBC9 SUMO inh	2	12	-2	25	-2	-6
CRFR2-BP antag	17	7	-10	13	-18	-10
DNA FID counter	-8	-27	-1	-3	-21	-6

19. CC1CCCN(CCOCCSc2ccccc2)C1 (centres undefined)
20. Cc1ccc(CNC(=O)C2CCCN(c3nn4c(=O)cc(C)nc4s3)C2)cc1 (centres undefined)
21. COc1cc(C(=O)NNC(=S)NC(=O)c2ccc(Cl)cc2)cc(OC)c1OC
22. Cc1ccc(Nc2nc(N)nc(CN3CCN(C)CC3)n2)cc1C
23. FC(F)(F)C(Oc1nc(Nc2ccc(Cl)cc2)nc(N2CCOCC2)n1)C(F)(F)F
24. CCOC(=O)C(NC(C)=O)(NC(C)C)C(F)(F)F (centres undefined)

Assay by compound	19	20	21	22	23	24
MEKK2 WT-MEK5	103	109	109	103	103	97
MEKK3 PB1 HTS	133*	108	102	107	97	98
GalR3 antag	-4	-1	-4	nt	0	4
CRFBP-R2 agonist	0.5	-0.4	35	nt	2.3	3.4
NS3 helicase inh	-3	-1	9	-4	1	13
MEKK2mut PB1 HTS	0	6	2	-1	6	-2
UBC9 SUMO inh	0	14	-27	-17	-2	12
CRFR2-BP antag	-11	-8	-9	nt	12	-2
DNA FID counter	7	-16	-23	-4	-2	1

25. CN1CCCN(Cc2ccccc2Br)CC1
26. O=C(CSc1nc2ccccc2[nH]1)NCCc1ccc(Cl)cc1
27. CCN1CCN(S(=O)(=O)c2cc(OC)c(Cl)cc2OC)CC1
28. O=C(N/N=C1/CCSC1)c1cccc([N+](=O)[O-])c1
29. CCOC(=O)N1CCN(C(=O)CSc2nnc(COc3ccc(Cl)cc3)o2)CC1
30. O=C(CSCc1ccc(Cl)cc1)Nc1cccc(C(=O)Nc2ccccc2C(=O)O)c1

Assay by compound	25	26	27	28	29	30
MEKK2 WT-MEK5	101	99	100	99	104	99
MEKK3 PB1 HTS	101	101	100	101	103	98
GalR3 antag	0	-3	-2	2	1	1
CRFBP-R2 agonist	1.4	-2.1	-0.3	-2.6	0.9	0.5
NS3 helicase inh	16	-11	1	1	7	3
MEKK2mut PB1 HTS	1	-3	5	-2	7	-4
UBC9 SUMO inh	24	-10	5	6	-5	-2
CRFR2-BP antag	8	-13	9	9	6	25
DNA FID counter	9	-6	-2	-4	-26	-12

31. Cc1ccc(C)n1CCN1CCN(CC(=O)Nc2ccc(S(N)(=O)=O)cc2)CC1
32. CCOC(=O)CSc1nnc(CSc2nc3sc4c(c3c(=O)[nH]2)CCC4)n1C
33. CCOCCOC(=O)c1cccc(NC(=O)OCC)c1
34. C/C(=C/c1ccccc1)C(=O)N1CCN(c2ccccc2)CC1
35. COc1ccc(/C=C(\C#N)C(=O)NCc2ccccc2)cc1O
36. COCCCNC(=O)CSc1nc2cc3c(cc2c(=O)n1CCCC(=O)NCc1ccc(OC)cc1)OCO3

Assay by compound	31	32	33	34	35	36
MEKK2 WT-MEK5	102	96	106	106	96	91
MEKK3 PB1 HTS	98	99	102	108	97	87
GalR3 antag	-2	-5	-6	-3	-8	4
CRFBP-R2 agonist	1.8	1.9	-2.7	-0.9	-0.3	-3.7
NS3 helicase inh	0	6	-2	-1	2	-4
MEKK2mut PB1 HTS	-1	0	4	4	-2	-7
UBC9 SUMO inh	4	-8	18	17	10	-1
CRFR2-BP antag	3	-8	-8	0	-14	3
DNA FID counter	2	-7	-7	-30	-11	-15

37. COCCSc1nnc(NC(=O)CSc2ccccc2)s1
38. CN(C(=O)COC(=O)c1ccc(C#N)cc1)c1ccccc1
39. N#C/C(C(=O)NCCc1ccccc1)=C1/N=C(NC(=O)c2cccs2)c2ccccc21
40. Cc1ccc(S(=O)(=O)C2(C(=O)Nc3cccnc3)CC2)cc1
41. Cc1cc(OCC(=O)Nn2cnnc2)ccc1Br
42. c1ccc(-c2nc3nonc3nc2-c2ccccc2)cc1

Assay by compound	37	38	39	40	41	42
MEKK2 WT-MEK5	96	107	91	103	91	nt
MEKK3 PB1 HTS	97	103	101	103	89	nt
GalR3 antag	9	-3	-4	3	nt	0
CRFBP-R2 agonist	-0.8	1.9	1.1	-0.1	0.2	-1.4
NS3 helicase inh	3	4	11	-6	4	11
MEKK2mut PB1 HTS	0	2	10	15	-5	nt
UBC9 SUMO inh	22	13	14	-12	8	16
CRFR2-BP antag	13	-1	-56	-4	6	54*
DNA FID counter	-3	-12	-3	1	-2	7

43. COCCC(=O)N1CCC(Oc2ccc(C(=O)NCc3cc(C)n(C)n3)cc2)CC1
44. Oc1ccc(Cl)cc1-c1cc(-c2ccco2)[nH]n1
45. CCN(CC)C(=O)C1CC(=O)N(c2ccc(OC)cc2)C1c1ccc(OC)cc1 (centres undefined)
46. COc1ccccc1C1c2c(C)nn(-c3ccccc3)c2NC(=O)C1NC(=O)c1ccccc1 (centres undefined)
47. Cc1cc(-c2ccccc2)nc2oc(C(=O)NN)c(N)c12
48. CC(C)CCNC(=O)CC1Nc2c3ccccc3nc(=S)n2C1=O (centres undefined)

Assay by compound	43	44	45	46	47	48
MEKK2 WT-MEK5	99	88	96	101	103	102
MEKK3 PB1 HTS	103	78*[inhibitor]	96	102	104	102
GalR3 antag	-3	-4	-1	0	-2	-2
CRFBP-R2 agonist	1.9	3.6	-0.7	-1.4	-0.1	-0.1
NS3 helicase inh	-2	34	5	-4	5	10
MEKK2mut PB1 HTS	-10	-16	0	-1	1	5
UBC9 SUMO inh	10	-7	5	-4	27	2
CRFR2-BP antag	-9	-20	27	3	2	18
DNA FID counter	-8	1	-23	-4	-5	-4

49. COc1cc(-n2nnnc2SCC(=O)N2CCN(c3ccc(F)cc3)CC2)c(OC)cc1Cl
50. CC(O/N=C\c1ccccc1O)C(=O)Nc1ccccc1C(=O)N1CCOCC1 (centres undefined)
51. Cc1cccc(NC(=S)N2CCC(C(=O)c3ccc(F)cc3)CC2)c1C
52. Cc1ccsc1C=C1C(=O)c2ccccc2C1=O
53. CC(NC(=O)Nc1ccc(F)cc1)C(c1cccs1)N1CCCC1 (centres undefined)
54. COc1ccccc1C(=O)N1CCc2ccccc21

Assay by compound	49	50	51	52	53	54
MEKK2 WT-MEK5	98	108	87	106	117	103
MEKK3 PB1 HTS	98	125	86	110	142*	99
GalR3 antag	-1	0	-3	-1	-2	-4
CRFBP-R2 agonist	-1.9	-0.9	0.0	-5.1	-2.0	-2.6
NS3 helicase inh	8	-9	2	5	3	3
MEKK2mut PB1 HTS	-1	1	-10	1	1	3
UBC9 SUMO inh	-1	-9	-5	18	19	2
CRFR2-BP antag	-3	-3	9	11	6	-8
DNA FID counter	-7	-11	-6	9	3	-3

55. CCOC(=O)CCC(=O)Nc1ccc(S(=O)(=O)N2CCc3ccccc32)cc1
56. C=CCn1c(SCC(=O)Nc2sccc2C(N)=O)nc2ccc(Cl)cc2c1=O
57. Cc1ccc(SCC(=O)c2c(C)nc3cc(C)ccn23)cc1
58. COC(=O)Cn1c(=NC(=O)CSCC(=O)Nc2cc(C)on2)sc2cc(C(=O)OC)ccc21

Assay by compound	55	56	57	58
MEKK2 WT-MEK5	99	102	98	102
MEKK3 PB1 HTS	102	105	108	104
GalR3 antag	-11	-7	-6	nt
CRFBP-R2 agonist	0.8	0.0	-0.3	-7.2
NS3 helicase inh	-10	-4	8	-9
MEKK2mut PB1 HTS	4	3	-8	7
UBC9 SUMO inh	1	-2	3	-2
CRFR2-BP antag	-2	8	2	13
DNA FID counter	-15	5	-12	-3

# Compound activity: PubChem BioAssay, several laboratories

# This is a subset, so the mix of outcomes need not match the whole.
